Screening results (PubChem)
Wnt bcat act = activates Wnt/beta-catenin signaling in a reporter cell assay. activator, plate reader. activation, % at 9.35 µM. 300,000 tested, 1.2% active. AID 743398; in the data active = activation above about 30%, passing the limit was not always enough;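 also: 0% = neutral control wells and 100% = positive control wells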
NSD2 inh = inhibitors of human histone methyltransferase NSD2; NSD2 peptide methylation, AlphaScreen, 120 min; O96028; AID 743445; 310,000 tested, 0.54% active; inhibition, % at 12.5 µM; in the data active = inhibition above about 50%
MITF TRPM1 HTS = MITF TRPM1 promoter activation in melanoma cells. SK-MEL-5 TRPM1-promoter luciferase, 24 h; % of positive control, neutral wells = 0. activation, % at 12.5 µM. 300,000 tested, 0.75% active. AID 588334;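 active = mean activation of at least 80% with every replicate also reaching 80%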;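 also: 0% = neutral control wells and 100% = parthenolide positive control wells; values of inactives mirror those of a sister screen read the other way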
CDK5 p35 inh = CDK5/p35 (human) kinase inhibition; Q00535+Q15078; Recombinant CDK5/p35, ADP-Glo luminescence, 60 min; inhibition, % at 10 µM; 330,000 tested, 0.01% active; AID 488839;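 active = highest replicate inhibition of at least 50% and at least 75% of replicates reaching 50%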;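 also: plate controls were DMSO neutral control for no effect and GW8510 at 10 µM for full effect; many of its hits are not listed in these tables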
PvdQ inh = P. aeruginosa PvdQ acylase inhibition; purified PvdQ acylase, fluorescence plate reader; inhibition, % at 10 µM; 340,000 tested, 0.063% active; in the data active = inhibition above about 30%, passing the limit was not always enough;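 also: 0% = vehicle neutral wells and 100% = reference inhibitor wells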
HTR5A inv ag = HTR5A inverse agonism, opioid heterodimer counter-screen; P47898; HTR5A cell line, luminescence; inhibition, % at 9.3 µM; 340,000 tested, 0.083% active; AID 504634; in the data active = inhibition mostly above about 23%, no sharp cut-off; inactive = mostly below about 18%;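 also: 0% = cells with DMSO and 100% = no-cell wells with DMSO; some compounds called inactive have numbers as strong as hits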
Target sequence (P47898 whole entry, looked up): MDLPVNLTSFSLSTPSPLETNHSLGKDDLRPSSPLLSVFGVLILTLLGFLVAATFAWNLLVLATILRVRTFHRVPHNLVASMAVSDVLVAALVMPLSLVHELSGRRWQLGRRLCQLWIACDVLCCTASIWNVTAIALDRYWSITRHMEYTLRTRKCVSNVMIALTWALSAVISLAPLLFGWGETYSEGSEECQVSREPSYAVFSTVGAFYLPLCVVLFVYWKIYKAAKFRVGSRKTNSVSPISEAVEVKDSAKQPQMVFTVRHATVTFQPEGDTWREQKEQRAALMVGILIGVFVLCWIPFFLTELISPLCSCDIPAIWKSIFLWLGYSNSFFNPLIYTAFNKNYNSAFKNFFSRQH
SR-BI HDL uptake = inhibitors of mouse SR-BI mediated HDL lipid uptake | inhibition, % at 12.5 µM | ldlA[mSR-BI] CHO cells, DiI-HDL uptake fluorescence, 3 h | 320,000 tested, 0.96% active | AID 488896 | Q61009;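 active = mean replicate inhibition of at least 70% and a set share of replicates each scoring 70 or more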;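 also: 0% = median of neutral control wells and 100% = median of positive control wells; values of inactives mirror those of a sister screen read the other way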
Target sequence (Q61009 whole entry, looked up): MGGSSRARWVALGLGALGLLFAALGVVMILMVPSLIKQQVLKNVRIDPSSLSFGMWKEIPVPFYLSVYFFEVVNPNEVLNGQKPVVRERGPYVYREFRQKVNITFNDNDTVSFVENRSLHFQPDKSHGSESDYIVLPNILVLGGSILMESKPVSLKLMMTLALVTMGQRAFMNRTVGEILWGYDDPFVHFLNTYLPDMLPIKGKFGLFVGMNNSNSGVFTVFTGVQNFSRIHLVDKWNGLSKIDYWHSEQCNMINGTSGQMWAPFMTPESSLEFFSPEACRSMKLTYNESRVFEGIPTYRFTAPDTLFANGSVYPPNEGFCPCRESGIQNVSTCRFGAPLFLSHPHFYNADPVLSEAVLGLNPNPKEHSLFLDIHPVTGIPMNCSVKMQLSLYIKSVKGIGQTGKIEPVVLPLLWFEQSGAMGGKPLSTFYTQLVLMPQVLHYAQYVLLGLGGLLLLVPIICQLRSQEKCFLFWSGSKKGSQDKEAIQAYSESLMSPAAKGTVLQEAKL
dFosB activator = enhances mouse delta FosB homodimer DNA binding; P13346; 340,000 tested, 0.99% active; activation, % at 25 µM; purified delta FosB, TAMRA-CDK5 oligo fluorescence polarization; percent of positive-control signal above neutral wells;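 active = mean activation above about 17%, with every replicate also reaching it, limit read from the data, passing the limit was not always enough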;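 also: fluorescence polarization rise as delta FosB binds a TAMRA Cdk5 AP-1 oligo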
HTR5A ag ctr = counter-screen for OPRM1-OPRD1 agonists: human HTR5A agonism; P47898; HTR5A agonist assay, luminescence, cell-based; activation, % at 9.3 µM; 340,000 tested, 0.61% active; AID 504692; in the data active = activation mostly above about 9.5%, no sharp cut-off; inactive = mostly below about 7.6%;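 also: 0% = cells with vehicle only and 100% = reference agonist; strong numbers were not always called active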
V-ATPase pHluor = alters yeast V-ATPase proton transport | response, % at 10 µM | AID 504577 | 350,000 tested, 0.37% active | S. cerevisiae, pHLuorin cytosolic pH fluorescence; in the data active = response mostly above about 7.3%, no sharp cut-off; inactive = mostly below about 5.4%; also: actives read high; inactives centre near 0; some compounds called inactive have numbers as strong as hits; reference of the scale not given here
An asterisk follows results filed as active; . = not tested or not shown.

SMILES	Wnt bcat act	NSD2 inh	MITF TRPM1 HTS	CDK5 p35 inh	PvdQ inh	HTR5A inv ag	SR-BI HDL uptake	dFosB activator	HTR5A ag ctr	V-ATPase pHluor
O=C(COc1ccccc1)Nc1nnc(-c2ccco2)o1	-1	-1	3	-0.4	-1	1	-31	-5	0	3
CCn1c(=O)c2cc(S(=O)(=O)NC3CCCCC3)ccc2n(CC)c1=O	13	-4	-3	-3.0	-20	9	11	5	-4	0
O=C(N/N=C/c1cc([N+](=O)[O-])ccc1O)C12CC3CC(CC(C3)C1)C2	1	4	-4	-0.8	-1	10	136*	-5	-3	2
CC1=C(C(=O)Nc2ccccc2)C(c2cccs2)n2nnnc2N1 (centres undefined)	-3	-1	-2	-0.4	13	18	-18	-12	3	3
COc1cccc(CNC(=O)CCNS(=O)(=O)c2ccc(C)cc2)c1	0	27	1	-2.4	-7	-5	-24	-4	1	-1
Cc1cc2nc(-c3ccc(SCC(=O)Nc4ccc(S(=O)(=O)N5CCCC5)cc4)nc3)[nH]c2cc1C	47*	.	27	0.8	-15	-20	36	-1	-1	0
O=C(NCCc1ccccc1)/C(=C\c1ccc([N+](=O)[O-])cc1)NC(=O)c1ccco1	0	0	-3	-4.3	-2	-5	6	-4	2	2
CN(CC(=O)O/N=C(\N)c1ccc(Br)cc1)S(=O)(=O)c1ccccc1	0	-3	3	-0.5	-4	5	-14	-13	-2	3
CCCCc1ccc(NC(=O)N[C@H](C(=O)O)C(C)C)cc1	.	19	13	-3.1	-16	21	-11	3	-8	-1
O=C(Cc1c(F)c(F)c(F)c(F)c1F)OC12CC3CC(C1)C(=O)C(C3)C2	1	-4	6	1.3	-22	4	-6	-4	-2	-4
COc1ccc(/C=N/NC(=O)c2ccc(O)cc2O)cc1CSc1ccccn1	-1	34	-6	-1.1	11	23	-19	6	-1	2
CCOc1ccc(NC(=O)CSc2ncc(-c3ccc(F)cc3)n2Cc2ccco2)cc1	-2	-5	-7	1.3	1	-13	.	-17	-4	3
CCCC(C)NC(=O)c1c2c(nc3ccccc13)CCC2 (centres undefined)	-2	0	7	1.3	5	1	2	-3	0	-3
Cn1cc(CN2CCC(n3nccc3NC(=O)c3ccccc3Cl)CC2)c2ccccc21	0	2	3	-1.2	0	-4	30	2	1	0
O=C(OCCOc1ccc(F)cc1)c1ccc(S(=O)(=O)N2CCCC2)cc1	-2	5	-5	0.7	-7	6	-3	-10	4	0
CC(C)N1C(=O)C2C(C(=O)NC3CCCCC3)C3C=CC2(O3)C1C(=O)NC1CCCCC1 (centres undefined)	0	0	-17	0.2	-5	5	-3	-2	-5	-1
O=C(NCCCN1CCCCC1)c1ccc(CS(=O)c2ccc(Cl)cc2)o1 (centres undefined)	-4	9	6	1.1	-3	3	-11	0	2	-9
CC(=O)c1cccc(CN2CCN(C3CCCC3)C(CCO)C2)c1 (centres undefined)	0	1	-9	-1.1	-14	7	.	-1	-2	2
O=CNC(Cc1ccccc1)C(=O)O (centres undefined)	-4	-3	.	0.4	-9	2	-15	7	1	0
C/C(=N\NC(=O)C1(C)CC1(Br)Br)c1cccc(NC(=O)C2CCC2)c1 (centres undefined)	-2	-4	2	.	7	9	-8	-3	0	2
Cc1ccc(S(=O)(=O)Nc2ncc(C(F)(F)F)cc2Cl)cc1	0	-3	18	1.0	-4	7	-22	2	-3	2
COc1ccc(C(=O)CSc2nnc(-c3ccco3)o2)cc1	1	-1	-3	0.0	-3	10	-4	-8	-4	3
CCOC(=O)N1CCN(C(=O)C2CCN(S(=O)(=O)c3cc(Cl)ccc3OCC)CC2)CC1	-2	-2	2	-2.6	-12	16	27	-6	-6	1
Cc1ccc(S(=O)(=O)n2nc(-c3ccc(Cl)cc3)nc2NCc2ccco2)cc1	.	2	55	0.5	-3	9	51	-12	-4	0
CCOc1ccc(NC(=S)C(C#N)=C2N(C)c3ccccc3N2C)cc1	0	1	15	-3.5	-14	2	-20	-14	-1	-1
N#Cc1nc(-c2cccc3ccccc23)oc1NCCN1CCCCC1	4	-1	.	-0.5	-19	5	-11	10	1	0
CC(=O)NC(Cc1ccccc1)C(=O)N1CCN(C(=S)NCC(C)C)CC1 (centres undefined)	-1	-8	5	0.9	-10	21	-13	7	-3	-1
CC(=O)C[C@H](O)CC(=O)[C@@H]1OC(=O)[C@@H](C)C/C=C\Cc2ccccc21	-1	.	7	-1.6	-13	-14	12	-7	4	1
Cc1ccc(-c2nnc3sc(C4COc5ccccc5O4)nn23)cc1 (centres undefined)	-2	2	-15	-8.1	0	-9	14	-7	1	3
COc1cc(C2C(C(=O)c3ccc(C)o3)=C(O)C(=O)N2Cc2cccnc2)ccc1O (centres undefined)	-1	-1	0	1.0	-15	-15	10	7	5	-3
Cc1cc(C)cc(Nc2cc(C)nc3nc(C)nn23)c1	-2	.	4	2.7	-3	-1	13	1	0	-1
CCN(CC)C(=O)CSc1nc(O)c(Cc2ccccc2)c(=O)n1-c1ccccc1	3	0	3	-0.8	-6	-27	-12	-4	0	1
O=C(Cn1cnc2ccccc21)Nc1ccc2c(c1)OCCCO2	0	0	-1	-0.4	-8	.	-14	-1	.	-4
CC(NC(=O)C1CCCN(C(=O)N(C)C)C1)c1ccccc1 (centres undefined)	.	4	-3	-0.3	-14	15	-13	1	-1	7
COc1ccc2c(c1)c(C(C)=O)c(C)n2-c1ccccc1OC	-3	1	.	-1.6	-9	-15	32	-7	3	1
COC(=O)c1[nH]c2ccc(F)cc2c1NC(=O)CCN1CC(C)OC(C)C1 (centres undefined)	-6	-1	-6	0.6	-4	-1	-2	-7	-3	1
COc1ccc(-c2cc(CCCC(=O)NCCc3ccc(OC)cc3OC)no2)cc1	.	0	-5	-0.2	-14	12	58	-3	6	-1
CC(C)S(=O)(=O)c1csc(C(=O)NNC(=O)Nc2ccccc2)c1Cl	2	0	11	-2.7	-5	9	-11	-4	-4	4
O=C(COC(=O)CNC(=O)c1ccc(Cl)cc1Cl)NNC(=O)c1ccccc1F	0	-1	-3	-0.2	5	-11	-23	5	3	2
CCC(OC(=O)c1cccs1)C(=O)NCc1ccc2c(c1)OCO2 (centres undefined)	-1	-8	.	-0.5	-1	-17	6	-4	2	-5
CC1(C)CC(=O)C(C=Nc2ccccc2)=C(O)C1	.	-3	-4	0.1	-9	-1	-5	3	0	1
Cc1ccc(CNC(=O)CCCN2C(=S)NC(C)(C)CC2C)cc1 (centres undefined)	-1	-1	-13	-0.6	-16	11	-15	1	-2	-2
Cc1nn(CCCC(=O)Nc2nccs2)c(C)c1[N+](=O)[O-]	-2	-5	18	-1.0	-8	2	-29	1	-1	-3
COC(=O)[C@H]1[C@@H](C)N(Cc2ccccc2)C(=O)N[C@H]1c1ccccc1	-3	.	11	0.8	-2	10	-26	-1	-1	10
CCCCN(Cc1ccccc1)C(=O)C1CCN(Cc2sccc2C)CC1	1	4	-8	1.2	-20	6	21	-12	-2	5
CC(=O)c1ccc(OCCCC(=O)Nc2cccc(S(=O)(=O)N(C)C)c2)cc1	-2	-1	-3	2.2	-2	-11	-12	-2	1	1
Cc1ccc(C)c(OCC(O)CN2CCC(CN3C(=O)c4cccc5cccc(c45)C3=O)CC2)c1 (centres undefined)	-1	46	-82	-1.2	-8	10	61	10	9	1
Clc1cccc(Cl)c1COc1ccncc1	.	0	-4	0.8	-7	-27	.	-2	2	1
COc1cc(Cl)c(C)cc1NC(=O)c1ccc2c(SCC(=O)O)c3c(nc2c1)CCCC3	-1	.	4	0.0	-4	9	16	-8	-5	0
Cc1cc(C)cc(NC(=S)NCCc2c[nH]c3ccccc23)c1	6	24	-3	-3.0	-12	-14	53	-7	5	-1
COc1cc(NC(=O)C(=O)Nc2ccc3nc4n(c(=O)c3c2)CCCCC4)cc(OC)c1OC	0	0	3	0.9	3	16	.	5	-3	1
CN(C)S(=O)(=O)c1ccc(C(=O)N2CCC(c3nc4ccccc4o3)CC2)cc1	.	0	-11	-0.6	-9	5	3	-5	-2	2
CC(=O)N/C(=C\c1ccc(Br)s1)C(=O)O	.	-1	5	2.3	-1	-3	-11	0	1	0
O=C(C1CC1)N1CCc2cc(Br)cc(S(=O)(=O)NCc3ccco3)c21	-6	.	2	0.1	1	-20	2	-7	7	-1
CCOC(=O)N1CCN(C(=O)Nc2ccc3nccnc3c2)CC1	.	5	18	0.0	-1	2	4	2	-3	-1
Cn1c(CC(=O)Nc2ccccc2)nnc1SCC(=O)c1ccccc1	.	0	-7	0.2	7	-13	-35	-6	5	8
O=C(COC(=O)c1ccc(N2CCCC2=O)cc1)c1ccc(OC(F)F)cc1	1	-1	8	-0.5	-3	-24	5	-10	6	0
CCCN(CCC)C(=O)c1ccccc1C(=O)N(CCC)CCC	-3	-2	-2	-1.1	-14	-8	4	-7	-3	-1
Cc1ccc(C(C)C)cc1OCCn1cncn1	-1	17	3	1.0	-14	-8	-14	-6	3	4
Cc1c(CCOC(=O)c2ccc([N+](=O)[O-])cc2)sc[n+]1CC(=O)c1ccccc1	-1	-1	-1	2.9	-19	2	8	-1	1	-5
The list goes on.
SMILES	Wnt bcat act	NSD2 inh	MITF TRPM1 HTS	CDK5 p35 inh	PvdQ inh	HTR5A inv ag	SR-BI HDL uptake	dFosB activator	HTR5A ag ctr	V-ATPase pHluor
CNC(CC(C)C)C(=O)NC1C(=O)NC(CC(N)=O)C(=O)NC2C(=O)NC3C(=O)NC(C(=O)NC(C(=O)O)c4cc(O)cc(O)c4-c4cc3ccc4O)C(O)c3ccc(c(Cl)c3)Oc3cc2cc(c3OC2OC(CO)C(O)C(O)C2OC2CC(C)(N)C(O)C(C)O2)Oc2ccc(cc2Cl)C1O (centres undefined)	-1	.	0	-0.7	-10	-8	-16	7	2	5
CC(=O)N(Cc1cc(=O)[nH]c2ccccc12)c1ccccc1C	1	-4	.	0.5	-5	13	-7	6	-4	-4
O=C1NCCN1C(=O)N(c1ccccc1)c1ccccc1	.	-4	7	-1.3	-12	-39	-18	-11	-1	.
CCOc1ccc(S(=O)(=O)NCc2cccs2)cc1	.	-2	18	-4.5	-10	-23	-18	-12	3	-5
O=C(c1cccc(S(=O)(=O)N2CCOCC2)c1)N(CCc1ccccc1)Cc1ccccc1	-3	1	-7	-6.8	-18	3	-1	-9	-1	3
O=C(c1ccco1)N1CCN(/C(=N/S(=O)(=O)c2cccs2)c2ccccc2Cl)CC1	-1	1	-3	0.4	-17	-16	-32	3	6	6
CCCCCn1c(SC(C)C(C)=O)nc2c1c(=O)[nH]c(=O)n2C (centres undefined)	13	.	.	4.0	2	2	-3	2	-1	-1
O=C(Nc1ccc(C(=O)NCCCN2CCN(c3ccc(F)cc3)CC2)cc1)C1=CSCCO1	0	-4	2	.	11	-7	19	-1	2	-7

4 of these compounds, reformatted:
| SMILES | Wnt bcat act | NSD2 inh | MITF TRPM1 HTS | CDK5 p35 inh | PvdQ inh | HTR5A inv ag | SR-BI HDL uptake | dFosB activator | HTR5A ag ctr | V-ATPase pHluor |
| --- | --- | --- | --- | --- | --- | --- | --- | --- | --- | --- |
| O=C1NCCN1C(=O)N(c1ccccc1)c1ccccc1 | . | -4 | 7 | -1.3 | -12 | -39 | -18 | -11 | -1 | . |
| CCOc1ccc(S(=O)(=O)NCc2cccs2)cc1 | . | -2 | 18 | -4.5 | -10 | -23 | -18 | -12 | 3 | -5 |
| O=C(c1cccc(S(=O)(=O)N2CCOCC2)c1)N(CCc1ccccc1)Cc1ccccc1 | -3 | 1 | -7 | -6.8 | -18 | 3 | -1 | -9 | -1 | 3 |
| O=C(c1ccco1)N1CCN(/C(=N/S(=O)(=O)c2cccs2)c2ccccc2Cl)CC1 | -1 | 1 | -3 | 0.4 | -17 | -16 | -32 | 3 | 6 | 6 |
